CHT allo act – allosterically activates the human high affinity choline transporter; B-score at 10 µM; AID 488977; CHT-expressing cells, membrane potential dye, choline EC20; stronger effect = higher value; LV-AA mutant CHT in HEK293 cells; actives 0.49% (n = 310,000);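 active = initial fluorescence not abnormally high and integrated response B-score, plate-corrected, over 3 SD above library mean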
Target sequence (Q9GZV3 whole entry, looked up): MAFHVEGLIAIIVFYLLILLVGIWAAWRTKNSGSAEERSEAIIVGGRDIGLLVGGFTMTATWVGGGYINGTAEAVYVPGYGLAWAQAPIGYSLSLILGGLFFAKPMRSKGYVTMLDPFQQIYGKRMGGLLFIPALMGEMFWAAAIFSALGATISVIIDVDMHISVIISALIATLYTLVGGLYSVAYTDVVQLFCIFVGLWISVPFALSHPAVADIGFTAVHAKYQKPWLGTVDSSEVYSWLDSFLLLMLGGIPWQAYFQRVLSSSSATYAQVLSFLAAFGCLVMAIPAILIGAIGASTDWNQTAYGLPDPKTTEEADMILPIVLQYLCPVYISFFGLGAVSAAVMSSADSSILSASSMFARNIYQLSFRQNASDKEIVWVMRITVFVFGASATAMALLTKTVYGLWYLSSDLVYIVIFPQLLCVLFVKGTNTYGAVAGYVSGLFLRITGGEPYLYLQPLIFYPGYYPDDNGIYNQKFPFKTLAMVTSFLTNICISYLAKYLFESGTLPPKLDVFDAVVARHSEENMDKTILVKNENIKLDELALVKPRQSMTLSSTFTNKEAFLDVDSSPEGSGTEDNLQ
CHT inh – human CHT choline transport inhibition | Q9GZV3 | B-score at 10 µM | CHT-expressing cells, membrane potential dye, choline response; stronger effect = lower value | actives 0.86% (n = 310,000);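 active = B-score over 3 SD under the library average, and starting fluorescence ratio not unusually high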;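 note: choline stimulus applied at its EC90 after an EC20 pre-addition; B-score computed on integrated fluorescence ratio after choline addition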
* hit, by the source's call; i = inactive. Outcome played no part in choosing rows, and some 1.4% of all compounds hit somewhere here.

Order of values – CHT allo act	CHT inh
[1] CSc1ccc(C(=O)C2CCCN(C(=O)c3cccnc3SC)C2)cc1 (centres undefined)
  i	i
[2] CNC(=O)c1csc(-c2ccncc2)n1
  i	i
[3] COc1cc2c(c(OC)c1OC)-c1ccc(OC)c(=O)cc1[C@@H](N(C)CC#CCO)CC2
  i	i
[4] C=CCS(=O)(=O)c1cccc2cccnc12
  i	i
[5] Cc1ccc(N2C(=O)N(CC(=O)Nc3cc(Cl)ccc3C)C(=O)C2C)cc1 (centres undefined)
  i	i
[6] CS(=O)(=O)Nc1ccc(C(=O)NCCSCc2ccco2)cc1
  i	i
[7] Cc1ccccc1CN1C2=NCCN2c2ccccc21
  i	i
[8] CCOc1cccc(CNCCO)c1OCc1ccc(Cl)cc1
  i	i
[9] Cc1cc2c(cc1C)C(=O)NC(C)(C)C2
  i	i
[10] CN(Cc1ccccc1)C(=O)c1cccc(N2C(=O)C3CC=CCC3C2=O)c1 (centres undefined)
  i	i
[11] CC(=O)CCC(=O)NCCc1ccccc1F
  i	i
[12] CCC(C)NC(=O)c1ccc(CSc2nc3ccncc3n2Cc2ccc(F)cc2)cc1 (centres undefined)
  i	i
[13] COc1ccc(/C=C(/NC(=O)c2ccco2)C(=O)NCCc2ccccc2)cc1
  i	i
[14] COc1cccc(N(CC(=O)N2CCCCCC2)S(C)(=O)=O)c1
  i	i
[15] COc1cccc(NC(=O)Nc2cccn(Cc3ccccc3)c2=O)c1
  i	i
[16] Cc1nnc(SCC(=O)Nc2nsc(-c3ccccc3)n2)s1
  i	i
[17] O=C(Nc1cccc(S(=O)(=O)N2CCCCC2)c1)c1ccccn1
  i	i
[18] Cc1cc2ncn(CS(C)(=O)=O)c2cc1C
  i	i
[19] O=C(COC(=O)/C=C/C(=O)OCC(=O)NC12CC3CC(CC(C3)C1)C2)NC12CC3CC(CC(C3)C1)C2
  i	i
[20] CN(C)C(=O)c1nc2ccc(Cl)cn2c1CNCc1cccc(OC(F)(F)F)c1
  i	i
[21] O=C(N/N=C/c1ccc2c(c1)OCO2)C(=O)Nc1cccc(Cl)c1
  i	i
[22] COc1ccccc1NCC(=O)N/N=C/C=C/c1ccccc1
  i	i
[23] O=C(COc1ccc2c(c1)OCO2)NC12CC3CC(CC(C3)C1)C2
  i	i
[24] COc1ccccc1N1CCN(C(=O)c2ccncc2)CC1
  i	i
[25] O=C(NCC(c1ccco1)N1CCN(c2ccccc2)CC1)C(=O)NC1CC1 (centres undefined)
  i	i
[26] COc1ccc(OC)c(NC(=O)CN(Cc2ccc(F)cc2)C2CCCCC2)c1
  i	i
[27] CC1(C)CC(NC(=O)Cc2ccc(Cl)cc2)CC(C)(C)N1
  i	i
[28] CC(C)c1ccc(NC(=S)NCc2cccs2)cc1
  i	i
[29] CN(C)C(=O)Nc1ccc(F)cc1F
  i	i
[30] O=C(NCc1ccc2c(c1)OCO2)C1CCN(c2ccc(S(=O)(=O)N3CCCC3)cc2)CC1
  i	i

Values in list order from above.
CHT allo act, compounds 3 to 6, in order: i, i, i, i

Next entries.
Order of values – CHT allo act	CHT inh
[31] O=C(N/N=C/c1cc2cc3c(cc2nc1Cl)OCO3)c1ccncc1
  i	i
[32] Cc1ccc(S(=O)(=O)n2nc(OC(=O)c3c(F)cccc3Cl)cc2N)cc1
  i	i
[33] CCN(CC)C(=O)CN1C(=O)NC2(CCc3ccccc3C2)C1=O (centres undefined)
  i	i
[34] Cc1oc(-c2ccccc2F)nc1CS(=O)(=O)CC(=O)NCCCN1CCN(C)CC1
  i	i
[35] O=C(NC(=S)Nn1cnnc1)c1ccccc1Cl
  i	i
[36] COc1cc(/C=C/C(=O)OCC(=O)Nc2ccc(S(N)(=O)=O)cc2)ccc1O
  i	i
[37] CC1CCCN(C(=O)c2ccc(NS(=O)(=O)c3ccc4[nH]c(=O)[nH]c4c3)cc2)C1 (centres undefined)
  i	i
[38] CSc1ccccc1C(=O)NCCS(=O)(=O)N1CCN(c2ccc(F)cc2)CC1
  i	-5.29*
[39] O=c1cc(O)nc(-c2ccccc2)s1
  i	i
[40] CCS(=O)(=O)c1nc(S(=O)(=O)c2ccc(Cl)cc2)c(N2CCC(C(N)=O)CC2)s1
  i	i
[41] COc1ccccc1OCCNC(=O)c1ccc(C)c(S(=O)(=O)N2CCOCC2)c1
  i	i
[42] Cc1c(C(=O)NCC2CCCO2)sc2nc(-c3ccccc3)cn12 (centres undefined)
  i	i
[43] CC(=O)Nc1ccc(C(=O)NC(CC(=O)O)c2ccc(Cl)cc2)cc1 (centres undefined)
  i	i
[44] Clc1ccc2c(c1)C=Nc1c(NCc3ccccc3)ncnc1O2
  i	i
[45] CN1CCN(C(=S)Nc2cc(S(=O)(=O)N3CCOCC3)ccc2Cl)CC1
  i	i
[46] CCOC(=O)/C(C#N)=C1\Nc2ccccc2N=C1N(CC(C)C)CC(C)C
  i	i
[47] CCc1c(C)nc2ncnn2c1NCCc1ccc(Cl)cc1
  i	-5.19*
[48] COc1ccc(S(=O)(=O)NNC(=O)c2sccc2-n2cccc2)cc1
  i	i
[49] C=CCn1c(C)c(C(C)=O)c(N2CCN(C(c3ccccc3)c3ccccc3)CC2)nc1=S
  i	i
[50] CCCCOc1cccc(C(=O)Nc2ccc(S(=O)(=O)Nc3nnc(CC)s3)cc2)c1
  i	i
[51] Cc1ccnc(N=Cc2c(O)ccc3oc4c(c23)CCCC4)c1
  i	i
[52] COc1ccc(C(=O)N(Cc2ccccc2)c2cccc(C)c2)cc1
  i	i
[53] CC(=O)O[C@H]1C[C@@]2(O)[C@@H](OC(=O)c3ccccc3)C3[C@@](C)([C@@H](O)C[C@H]4OC[C@@]34OC(C)=O)[C@@H](O)[C@H](OC(C)=O)C(=C1C)C2(C)C (some centres undefined)
  i	i
[54] CN(C)c1cccc2c1c(NC(=O)Nc1ccc(F)cc1F)nn2C
  i	i
[55] CCc1ccc(NC(=O)C(C)Oc2nnc(-c3cccs3)c(-c3cccs3)n2)cc1 (centres undefined)
  i	i
[56] Cc1cc(CN(C)C(=O)c2ccc3nc(Cc4ccccc4F)oc3c2)on1
  i	i
[57] COc1cc(/C=N/S(=O)(=O)CCc2ccccc2)cc(OC)c1O
  i	i
[58] O=C(Nc1ccc(F)cc1)N1CCC(c2nc3c(nnn3Cc3ccccc3Cl)c(=O)[nH]2)CC1
  i	i
[59] Cc1cc(=O)oc2cc(OCC(O)CN3CCN(c4ccc(F)cc4)CC3)ccc12 (centres undefined)
  i	i
[60] Cc1ccc(/C=C/C(O)=C2/C(=O)N(C)C3(C)CC2c2ccccc2O3)cc1 (centres undefined)
  i	i

(cont.)
item	SMILES	CHT allo act	CHT inh
61	O=C(COc1ccccc1-c1ccccc1)N/N=C/c1ccncc1	i	i
62	Cc1[nH]n(C2=NCCS2)c(=O)c1N=Nc1cccc(C(F)(F)F)c1	i	i
63	Cc1ccc(S(=O)(=O)C2(C(=O)NC3CCCC3)CC2)cc1	i	i
64	O=C(Cn1nc(C(=O)O)c2ccccc2c1=O)Nc1ccc(Br)cc1	i	i
65	COc1cnc(-c2ccccn2)nc1NC(C)C	7.81*	i
66	C/C(N)=C(/C#N)C(=O)CSc1nnnn1-c1ccccc1	i	i
67	Nc1c(NCCN2CCOCC2)c2ccccc2oc1=O	i	i
68	CCSc1nc2sc3c(c2c(=O)n1CC)CC(C)(C)OC3	i	i
69	S=C1NCCOCCOCCOCCNC(=S)NCCOCCOCCOCCN1	i	i
70	COc1ccc(S(=O)(=O)CC(=O)Nc2ccccc2Cl)cc1	i	i
71	CC(C)(C)n1ncc2c(=O)n(CC(=O)Nc3ccc4c(c3)OCCO4)cnc21	i	i
72	O=C(O)c1cccc2c1-c1ccccc1/C2=N\Nc1ccccc1	i	i
73	COc1ccc(S(=O)(=O)N2CCCC2CNC(=O)C(=O)Nc2ccc(C)cc2)cc1 (centres undefined)	i	i
74	CCOc1ccccc1CN1CCN(Cc2cc3ccccc3[nH]2)CC1CCO (centres undefined)	i	i
75	CN1CCN(CCNC(=O)Nc2ccc([N+](=O)[O-])cc2)CC1	i	i
76	Cn1c(SCC(=O)N2c3ccccc3Sc3ccc(Cl)cc32)nnc1-c1ccco1	i	i
77	Cc1cc(C)n2nc(SCn3nnc4ccccc4c3=O)nc2n1	i	i
78	CCN(CC(=O)Nc1ccc(OC)cc1)C(=O)c1ccccc1Sc1ccccc1C#N	i	i
79	Clc1ccc(CN2CCN(/N=C/c3ccco3)CC2)cc1	i	i
80	Cc1sc2cc3c(c(C(=O)c4ccccc4)[n+]2c1C)-c1cccc2cccc-3c12	i	i
81	CCn1c(CNC(=O)c2ccco2)nnc1SCC(=O)c1ccccc1	i	i
82	CCC(=O)c1ccc(OCC(=O)OCC(=O)NCCCc2ccccc2)cc1	i	i
83	CCCc1cc(=O)[nH]c(SCCOc2ccc(OCC)cc2)n1	i	i
84	Cc1c(Br)cc(C(=O)OC2CCN(C)CC2)c(C)c1C	i	i
85	COc1cccc(NC(=O)CS(=O)(=O)c2cn(CC(=O)N3CCOCC3)c3ccccc23)c1	i	i

Of the compounds above, 2 contain bromine:
item	SMILES	CHT allo act	CHT inh
64	O=C(Cn1nc(C(=O)O)c2ccccc2c1=O)Nc1ccc(Br)cc1	i	i
84	Cc1c(Br)cc(C(=O)OC2CCN(C)CC2)c(C)c1C	i	i

Returning to the listing, repeating the 2 entries before the break.
item	SMILES	CHT allo act	CHT inh
84	Cc1c(Br)cc(C(=O)OC2CCN(C)CC2)c(C)c1C	i	i
85	COc1cccc(NC(=O)CS(=O)(=O)c2cn(CC(=O)N3CCOCC3)c3ccccc23)c1	i	i
86	CC[C@H](C)C(C(=O)N1CCN(C(=O)OC(C)(C)C)CC1)n1cc(C(CO)NC(=O)OC(C)(C)C)nn1 (some centres undefined)	i	i
87	Cc1nc(N2N=C3/C(=C/c4ccc(F)cc4)CCCC3C2c2ccc(F)cc2)sc1C(=O)N(C)C (centres undefined)	i	i
88	Cc1cc(-c2[nH]nc3c2C(c2cccc(O)c2)C(C#N)=C(N)O3)c(C)s1 (centres undefined)	i	i
89	CSc1ccccc1NC(=O)Nc1ccccc1Cl	i	i
90	O=C(Nc1nc2ccc(F)cc2s1)C1=COCCO1	i	i
91	O=C(Nc1ccccc1O)c1cc2cc(Br)ccc2oc1=O	i	i
92	OC(CNC1CCCC1)COc1c(F)cc(Br)cc1F (centres undefined)	i	i
93	O=C(CSc1nnc(NC(=O)c2ccc3c(c2)OCO3)s1)NCc1ccco1	i	i
94	CN1CCN(CC(=O)Nc2nc3ccccc3s2)CC1	i	i
95	Cc1oc2cc3oc(=O)c(CC(=O)NCCCC(=O)O)c(C)c3cc2c1C	i	i
96	CCCCc1cc(=O)oc2cc(C)cc(OCC(=O)N3C[C@H]4C[C@@H](C3)c3cccc(=O)n3C4)c12	i	i
97	Cn1c(=O)c(C(=O)CN2CCc3ccccc32)c(N)n(Cc2ccccc2)c1=O	i	i
98	COc1ccccc1NC(=S)N(Cc1ccc(C)cc1)Cc1ccccn1	i	i
99	C=CCN(CC=C)Cc1ccc(C(=O)OC)o1	i	i
100	COc1ccc(-c2noc(-c3ccccc3C(=O)NCC3CCCO3)n2)cc1 (centres undefined)	i	i
101	COc1ccc(N/N=C(/C(C)=O)N2CCCc3ccccc32)cc1	i	i
102	CSc1nnc2c3cc(F)ccc3n(C)c2n1	i	i
103	O=C(CCCCCN1C(=O)CCC1=O)Nc1ccc2c(c1)OCCO2	i	i
104	CCOC(=O)N1CCC(NC(=O)C2CCCN(Cc3nc(-c4ccc(CC)cc4)oc3C)C2)CC1 (centres undefined)	i	i
105	CC(=O)Nc1cccc(-c2nnc(SCC(=O)N3CCCCC3)n2C)c1	i	i
106	CCOC(=O)c1sc2nc(C)c3c(c2c1N)CC(C)(C)OC3	i	i
107	Cc1ccccc1Nc1nnc(SCC(=O)NC(=O)Nc2ccc3c(c2)OCCO3)s1	i	i
108	COc1ccc(CNC(=O)c2cc3c(=O)[nH]c4ccccc4c3n2C)cc1	i	i
109	C/C(=N/NC(=O)c1ccc(Cl)s1)c1cccnc1	i	i
110	CC(C)(C)C(=O)Nc1ccc(Cc2ccncc2)cc1	i	i
111	CCn1c(COc2ccc(Cl)cc2)nnc1SCc1nc2ccccc2[nH]1	i	i
112	Cc1cc(C(=O)N/N=C/c2cc(Cl)cc([N+](=O)[O-])c2O)n[nH]1	i	i
113	CCCc1cc(=O)oc2cc(C)cc(OCC(=O)N3CCC(C(=O)O)CC3)c12	i	i
114	COc1ccc(OC)c(CNC(=O)C2CCCN(c3ncnc4c3nc3n4CCCCC3)C2)c1 (centres undefined)	i	i
115	O=c1[nH]c2ccccc2nc1-c1cccs1	i	i
116	Cc1nn(C)c(Cl)c1CN1CCC(n2nccc2NC(=O)C2CCCC2)CC1	i	i
117	COc1ccc(NC(=O)CCCn2nc(C)c3c(C)n(-c4ccccc4)nc3c2=O)cc1	i	i
118	COc1cc2cc(C(=O)N3CCc4ccccc4C3)[nH]c2cc1OC	i	i
119	CCOc1ccc(NC(=O)CN2C(=O)CSc3ccc(S(=O)(=O)N4CCCC4)cc32)cc1	i	i
120	O=C(COc1ccc2ccccc2c1)Nc1nc2ccccc2[nH]1	i	i
121	FC(F)(F)c1ccc(N2CCN(c3ncnc4c3nnn4Cc3ccccc3)CC2)nc1	i	i
122	CC(=O)Nc1ccc(NC(=O)C2CCN(C(=O)NC3CCCCC3)CC2)cc1	i	i
123	O=C(O)C1C(c2ccccc2)C(C(=O)Oc2ccc(O)cc2)C1c1ccccc1 (centres undefined)	i	i
124	O=C(CN1CCN(c2ccccn2)CC1)Nc1cccc(S(=O)(=O)N2CCCC2)c1	i	i
125	CCOC(=O)c1c(C)[nH]c(C)c1S(=O)(=O)Nc1ccc(CN2CCCCC2)cc1	i	i

A second format for three compounds above:
#111 CCn1c(COc2ccc(Cl)cc2)nnc1SCc1nc2ccccc2[nH]1
  CHT allo act: i	CHT inh: i

#112 Cc1cc(C(=O)N/N=C/c2cc(Cl)cc([N+](=O)[O-])c2O)n[nH]1
  CHT allo act: i	CHT inh: i

#113 CCCc1cc(=O)oc2cc(C)cc(OCC(=O)N3CCC(C(=O)O)CC3)c12
  CHT allo act: i	CHT inh: i

Compound activity as filed in PubChem.
